# Assay outcomes (PubChem BioAssay)
# eIF2B yeast act – GCN4-lacZ reporter reduction in eIF2B-epsilon mutant yeast, primary screen, S. cerevisiae, eIF2B-epsilon R284H, Beta-Glo luminescence | inhibition, % at 25 µM (by protocol) | 27,000 compounds, 0.91% hits;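 active = mutant luminescence inhibited past about 50% while wild type luminescence and mutant growth stay under set limits, limit read from the data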; note: some compounds called inactive have numbers as strong as hits
#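 material = yeast eIF2B-epsilon R284H mutant carrying GCN4–beta-galactosidase fusion | schedule = 16 h growth with compound at 30 °C, 90 min Beta-Glo step | measured by = luminescence and A595 | compound dosing = one concentration, 25 µM, 0.25% DMSO | read-out basis = % inhibition of reporter signal and growth versus controls | buffer or medium = YPD medium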
# Yeast tox – yeast growth toxicity, wild-type and mutant, primary screen, cytotoxicity control for eIF2B function restoration project, wild-type and eIF2Bepsilon R284H mutant, A595. S. cerevisiae wild-type growth, A595 turbidity, 16 h. growth inhibition, % at 25 µM (by protocol). 30,000 compounds, 0.3% hits;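 active = mutant and wild-type yeast strains alike exhibit over 30% growth inhibition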;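 note: 0% = untreated cell controls and 100% = YPD media blanks without cells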
#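 system = S. cerevisiae wild-type or eIF2Bepsilon-R284H mutant strain | buffer or medium = YPD medium | dosing = one dose, 25 µM compound, 0.2% DMSO | schedule = 16 h at 30 °C | measured by = A595 turbidity | evaluation = growth inhibition (%) versus cell controls and blanks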
# Yeast tox inhibition % – also measured in Yeast tox; calls as there; growth inhibition, %; S. cerevisiae eIF2Bepsilon-R284H mutant growth, A595 turbidity, 16 h;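 each compound tested once at 25 µM; 0% equals untreated cells and 100% equals cell-free medium blanks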
# eIF2B yeast act mutant toxicity – recorded beside eIF2B yeast act, whose call it bears; growth inhibition, %; measured here: mutant yeast growth, toxicity;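 each compound tested once at 25 µM; zero equals untreated control growth and 100 equals blank medium absorbance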
# * hit, by the source's call; . = no result given.
SMILES,eIF2B yeast act,eIF2B yeast act mutant toxicity,Yeast tox,Yeast tox inhibition %
Cc1onc(-c2c(F)cccc2Cl)c1C(=O)Nc1cccc(Cn2cccn2)c1,12,.,-1,0
COc1cc(NC(=O)C2CC(c3cccc(OC)c3OC)=NO2)cc(OC)c1OC (stereo unspecified),-21,-10,3,-10
Cc1ccc(NC(=O)c2cc(N(C)C)ccc2[P+](=O)O)cc1,10,-5,11,-5
CCOc1ccccc1-c1nc2c([nH]1)c(=O)n(C)c(=O)n2C,11,11,2,11
Cn1nc(-c2ccccc2)c(-c2nc(-c3cccc(Cl)c3)no2)c1Cl,7,-10,-28,-10
COC(=O)c1cc(OC)c(OC)cc1NC(=S)N1CCCC(CO)C1 (stereo unspecified),.,.,20,-2
Cc1cc(C(=O)O)c2ccccc2n1,16,15,10,15
O=C(NCc1ccc2c(c1)OCO2)C1CC(=O)N(c2ccc(O)cc2)C1 (stereo unspecified),0,6,11,6
O=C(NCc1cccnc1)c1cccc(Cl)c1,24,-14,32,-14
COc1ccc2[nH]c(=O)c(CN(CCO)C(=O)NCc3ccccc3)cc2c1,.,.,18,8
c1ccc(-c2nnc(-c3ccccc3)c(-c3c[nH]c4ccccc34)n2)cc1,-18,.,-8,0
O=C(NCCc1ccccc1)c1ccc(Cl)nc1,-9,-4,30,-4
CC1(C)Cc2ccccc2-c2nc(-c3ccccc3)oc(=O)c21,16,-10,10,-10
CCn1c(SCC(=O)Nc2ccc3c(c2)OCCO3)nnc1-c1cccs1,.,.,-2,22
CCN(CC)CCCNc1oc(-c2ccc(OC)c(OC)c2)nc1C#N,23,37,12,37
Cc1c(-c2cccs2)[n+](=O)c2c(n1[O-])CCC2,22,15,24,15
CC1(C)CC(=O)c2cn3c(nc2C1)nc1ccccc13,25,19,25,19
CCCOc1ccc(-c2nc(C#N)c(N3CCc4ccccc4C3)o2)cc1,.,.,5,11
CCOC(=O)c1cc(NC(=O)c2ccoc2C)cc(C(=O)OCC)c1,10,9,12,9
C=CCn1c(SCc2c(F)c(F)c(F)c(F)c2F)nc(O)cc1=O,19,-18,8,-18
CCc1nc(C)ccc1OCC(=O)O,-1,14,45,14
CCN1CCCC1CNS(=O)(=O)c1ccc(C(=O)Nc2ccccc2)cc1 (stereo unspecified),18,-17,1,-17
CCc1c(C)nc2ncnn2c1N1CCC(C(=O)NCc2ccc3c(c2)OCO3)CC1,.,.,0,-30
c1csc(-c2nnc(-c3ccc(N4CCOCC4)cc3)o2)c1,28,4,-1,4
COc1ccc(NC(=O)CSc2nnc(-c3ccccn3)n2N)cc1Cl,10,-22,-24,-22

# Look-ups from above:
# CCOC(=O)c1cc(NC(=O)c2ccoc2C)cc(C(=O)OCC)c1 | Yeast tox = 12
# O=C(NCCc1ccccc1)c1ccc(Cl)nc1 | eIF2B yeast act mutant toxicity = -4
# CCc1nc(C)ccc1OCC(=O)O | eIF2B yeast act mutant toxicity = 14
# c1csc(-c2nnc(-c3ccc(N4CCOCC4)cc3)o2)c1 | Yeast tox inhibition % = 4
# Cn1nc(-c2ccccc2)c(-c2nc(-c3cccc(Cl)c3)no2)c1Cl | Yeast tox inhibition % = -10
# Cc1onc(-c2c(F)cccc2Cl)c1C(=O)Nc1cccc(Cn2cccn2)c1 | Yeast tox = -1
# CC1(C)Cc2ccccc2-c2nc(-c3ccccc3)oc(=O)c21 | Yeast tox inhibition % = -10

# An excerpt from above in order of length of the SMILES, high to low:
SMILES,eIF2B yeast act,eIF2B yeast act mutant toxicity,Yeast tox,Yeast tox inhibition %
CCc1c(C)nc2ncnn2c1N1CCC(C(=O)NCc2ccc3c(c2)OCO3)CC1,.,.,0,-30
Cc1onc(-c2c(F)cccc2Cl)c1C(=O)Nc1cccc(Cn2cccn2)c1,12,.,-1,0
COc1ccc2[nH]c(=O)c(CN(CCO)C(=O)NCc3ccccc3)cc2c1,.,.,18,8
O=C(NCc1ccc2c(c1)OCO2)C1CC(=O)N(c2ccc(O)cc2)C1 (stereo unspecified),0,6,11,6
CCOC(=O)c1cc(NC(=O)c2ccoc2C)cc(C(=O)OCC)c1,10,9,12,9
CC1(C)CC(=O)c2cn3c(nc2C1)nc1ccccc13,25,19,25,19

# (continued)
SMILES,eIF2B yeast act,eIF2B yeast act mutant toxicity,Yeast tox,Yeast tox inhibition %
OCCN1CCOCCN(CCO)CCOCC1,16,31,4,31
Cn1c(=O)c2c(nc(CN3CCOCC3)n2CCCO)n(C)c1=O,5,-18,-5,-18
CCN(CC)C(=O)COC(=O)c1cc(-c2ccc(OC)cc2)nc2ccccc12,.,.,20,8
CCCCc1ccc(NC(=O)CSCc2cc(=O)[nH][nH]2)cc1,.,.,-6,0
Cc1cc2c(=O)[nH]cnc2s1,11,25,20,25
CCN(C(=O)CSc1nc2nc(C)cc(C)n2n1)c1ccccc1,12,11,4,11
COc1ccc(OC)c(C2C(C(C)=O)=C(O)C(=O)N2CCc2ccc(OC)c(OC)c2)c1 (stereo unspecified),14,2,4,2
C=CCn1c(N)cc(=O)nc1SCC(=O)NC(C)c1ccccc1 (stereo unspecified),-21,-5,12,-5
COC(=O)CSc1nnc2n(-c3ccc(OC)cc3)c(=O)c3c4c(sc3n12)CCCCC4,74*,.,1,-17
COc1ccc2c(c1)c(C(=O)CN1CCOCC1)c(C)n2C,-16,14,12,14
Cc1cc(=O)oc(C)c1C(=O)OCC(=O)c1ccc2ccccc2c1,8,19,3,19
CC(=O)Oc1ccc(-c2cccc(C(=O)Oc3ccccc3)c2)cc1,12,17,3,17
CCC(C)(C)n1nnnc1C(c1ccccc1)N1CCc2ccccc2C1 (stereo unspecified),24,19,11,19
CCCOc1ccc(CSc2nnc(CCC)n2N)cc1,23,-14,-1,-14
O=C(Nc1c(C(=O)N2CCOCC2)cnn1-c1ccccc1Cl)c1ccco1,19,11,0,11
C=CCN(CC=C)c1nc2ccccc2nc1C(C#N)C(=O)OCCOC (stereo unspecified),14,-57,11,-57
COC(=O)C1=C(N)Oc2cc(C)n(CC3CCCO3)c(=O)c2C1c1ccc(Cl)cc1 (stereo unspecified),30,.,.,.
COc1cccc(NC(=O)Cn2cnc3sc(C)c(S(=O)(=O)N4CCCCC4)c3c2=O)c1,33,14,0,14
Cc1cc(C)n2c3c(c(C#N)c2n1)CCCC3,6,-12,-13,-12
O=[N+]([O-])c1ccc(/C=N/Nc2nc(N3CCCC3)nc(N3CCCC3)n2)o1,.,.,-3,6
O=C(O)C1C2CCC(C2)C1C(=O)Nc1cc(F)ccc1F (stereo unspecified),36,3,10,3
CCN(CC)C(=O)C(C)N(C#N)c1nc(SC)nc(N(C)C)n1 (stereo unspecified),-78,5,9,5
COc1cc(NC(=O)c2ccco2)c(OC)cc1NC(=O)Nc1cccc(Cl)c1,15,-14,18,-14
COc1ccc(C(CNC(=O)COc2ccccc2C#N)N2CCOCC2)cc1 (stereo unspecified),18,-3,8,-3
COc1ccc(CNC(=O)C2CCN(S(=O)(=O)c3c(C)n[nH]c3C)CC2)cc1,-8,9,-4,9

# Part of the list above, with tabs:
Structure	eIF2B yeast act	eIF2B yeast act mutant toxicity	Yeast tox	Yeast tox inhibition %
CCCOc1ccc(CSc2nnc(CCC)n2N)cc1	23	-14	-1	-14
O=C(Nc1c(C(=O)N2CCOCC2)cnn1-c1ccccc1Cl)c1ccco1	19	11	0	11
C=CCN(CC=C)c1nc2ccccc2nc1C(C#N)C(=O)OCCOC (stereo unspecified)	14	-57	11	-57

# Continuation.
SMILES,eIF2B yeast act,eIF2B yeast act mutant toxicity,Yeast tox,Yeast tox inhibition %
Cc1ccc(C)c(N(C(=O)CCC(=O)Nc2cc(C)on2)C(C(=O)NC2CCCC2)c2ccco2)c1 (stereo unspecified),-8,.,.,.
NC(=O)c1ccc(C2SCC(=O)N2Cc2ccccc2)cc1 (stereo unspecified),13,.,-8,0
O=C(C1CCN(Cc2cc(Cl)ccc2O)CC1)N1CCN(Cc2ccccc2)CC1,16,.,16,0
Cc1cc(C)n(CC(=O)N/N=C/c2ccco2)n1,12,-7,12,-7
CCc1cc2c(=O)[nH]cnc2s1,12,.,.,.
O=C(CC(Nc1ccccc1)C(=O)O)c1ccccc1 (stereo unspecified),45,-14,-10,-14
COc1ccccc1-n1c(SCC(=O)N2CCCCC2)nc2cccnc21,16,-14,9,-14
CCOC(=O)Cn1cnc2c(nnn2-c2ccc(OC)cc2)c1=O,23,-19,11,-19
CCN(CC(=O)Nc1ccccc1OC)C(=O)C1CC2C=CC1C2 (stereo unspecified),11,34,0,34
O=C(COC(=O)c1cccnc1)Nc1ccccc1,.,.,21,13
COc1cc(C)c(Cl)c(C)c1S(=O)(=O)NCc1ccc2c(c1)OCO2,2,.,-19,0
CS(=O)(=O)N(CCc1ccccc1)CC(=O)N1CCN(c2ccc(F)cc2)CC1,-16,10,-3,10
CCCCSc1nc(C)c(CC(=O)OC)c(=O)[nH]1,-4,-11,43,-11
O=C(O)COc1c(-c2ccccc2)oc2ccccc2c1=O,22,19,2,19
O=C(Nc1cccc(-c2cnc3ccccc3n2)c1)c1cccc(NC(=O)c2ccco2)c1,9,24,1,24
Cn1cnc2c1c(=O)n(Cc1ccc(F)cc1Cl)c(=O)n2C,31,-8,-6,-8
CSc1ccccc1NC(=O)c1ccncc1,44,-4,-8,-4
COC(=O)c1ccccc1NC(=O)c1ccc(Cn2cc(Cl)cn2)o1,17,-34,-6,-34
Cc1ccc(Cn2c(N3CCCCCC3)nc3c2c(=O)[nH]c(=O)n3C)cc1,-14,-23,-17,-23
CCCCCC(=O)Nc1c(-c2ccc(OC)cc2)c(=O)c2ccccc2n1C,26,44,9,44
Cc1cc(Cl)ccc1OCC(=O)N1CC(C)CC(C)C1 (stereo unspecified),-13,5,5,5
Clc1ccc(OCCCCSc2ncccn2)cc1,.,.,25,8
NC(=O)COC(=O)CCCc1nc2ccccc2s1,.,.,42,26
Cc1cc(NC(=O)Cn2cc(C(F)(F)F)cc(Cl)c2=O)no1,17,-14,-2,-14
COc1ccc(OC(C)C(=O)N2CCc3ccccc3C2)cc1 (stereo unspecified),11,.,-2,0

# Continuation:
SMILES,eIF2B yeast act,eIF2B yeast act mutant toxicity,Yeast tox,Yeast tox inhibition %
CCC(Oc1ccccc1)C(=O)Nc1nc2c(s1)C(=O)CC(C)(C)C2 (stereo unspecified),4,-9,-10,-9
CCP(=O)(c1ccccc1)C(C)(C)O (stereo unspecified),36,24,6,24
CSc1nccn1CC(=O)Nc1ccc(F)cc1,14,-5,5,-5
CCNC(=O)CC1C(=O)N(c2cccc(OC)c2)C(=O)N1CCOC (stereo unspecified),-10,-14,4,-14
CNCc1ccccc1OCC(=O)Nc1ccccc1,5,4,11,4
CCCCC(=O)NCCc1cc2c(OC)ccc(OC)c2[nH]c1=O,.,.,32,-10
Oc1ccccc1C1=Nc2ncnn2C(c2ccc(F)cc2)C1 (stereo unspecified),38,-38,-18,-38
COC(=O)C1(Cc2ccccc2)NC(c2ccccc2C)C2C(=O)N(c3ccc4c(c3)OCO4)C(=O)C21 (stereo unspecified),22,-10,-18,-10
CCCCCCc1cc2cc(-c3nnc(-c4cccc(OC)c4)o3)c(=O)oc2cc1O,-38,.,5,0
Cc1[nH]c2ccccc2c1C(=O)COC(=O)C1CCC(=O)N1 (stereo unspecified),-6,.,-7,0
CCn1nnnc1Oc1ccc(Cl)cc1,25,7,-6,7
CCOC(=O)c1sc2ncnc(N3CCN(C(=O)OCC)CC3)c2c1C,23,10,11,10
CCOc1cc(N2CCOCC2)c(OCC)cc1NC(=O)c1nc2nc(C)cc(C)n2n1,20,-14,10,-14
CSc1nc2c(c(-c3ccc(O)cc3)c1C#N)CCC2,.,.,-4,0
CCCN1CN(Cc2ccco2)c2nc3ccccc3n2C1,29,21,-3,21
O=C(NC1CCCCC1)c1ccc(Cn2cc(Cl)cn2)cc1,.,.,17,13
Cc1nc2ncnn2c(C)c1CCC(=O)N1CCN(Cc2ccccc2)CC1,.,.,11,10
CC(C)c1nnc(SCC(=O)N2CCOCC2)n1C,.,.,6,19
COC(=O)c1ccc(OC)c(CSc2nnc(COc3cccc(C)c3)o2)c1,28,14,-15,14
CC(=O)Nc1ccc(OC(=O)c2ccco2)cc1,15,12,14,12
Cc1ccccc1NC(=O)c1sc2nc3c(c(-c4ccco4)c2c1N)CCCC3,.,.,7,0
COc1ccc(C(=O)NCC(=O)OC2CCCCC2=O)cc1 (stereo unspecified),14,-22,4,-22
Clc1ccc(OCc2nn3c(-c4ccccc4)nnc3s2)c(Cl)c1,25,-10,27,-10
COCCCNC(=O)CN(c1ccc(Cl)c(Cl)c1)S(C)(=O)=O,-56,4,17,4
N#CCCCSc1nnc(-c2ccccn2)o1,2,.,.,.
CCOC(=O)C1CCN(S(=O)(=O)c2cccc(-c3cn4cc(Cl)ccc4n3)c2)CC1,5,-28,-28,-28
Nc1ccc(CCc2nc3ccccc3o2)cc1,28,.,9,0
COc1ccc(-c2nn3c(COc4ccccc4)nnc3s2)cc1OC,16,-2,1,-2
O=C1CC(N2CCN(c3ccccc3F)CC2)C(=O)N1c1ccc(F)cc1 (stereo unspecified),31,4,1,4
CC(=O)N1c2ccccc2NC(=O)C1(C)C,4,-3,4,-3

# Only part of the results is shown; count on the stated rates, not on these rows.
